IDE cell activ = activators of human insulin-degrading enzyme in cells | P14735 | AID 493087 | activation, % at 5.96 µM | HEK cells, FAbeta-B cleavage, fluorescence polarization; 0% vehicle, 100% cell-free pure enzyme wells | 340,000 compounds, 0.073% hits;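 active = activation above the mean of all tested compounds plus 3 SD, set per screening campaign, cut at about 17% in these data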
Target sequence (P14735 whole entry, looked up): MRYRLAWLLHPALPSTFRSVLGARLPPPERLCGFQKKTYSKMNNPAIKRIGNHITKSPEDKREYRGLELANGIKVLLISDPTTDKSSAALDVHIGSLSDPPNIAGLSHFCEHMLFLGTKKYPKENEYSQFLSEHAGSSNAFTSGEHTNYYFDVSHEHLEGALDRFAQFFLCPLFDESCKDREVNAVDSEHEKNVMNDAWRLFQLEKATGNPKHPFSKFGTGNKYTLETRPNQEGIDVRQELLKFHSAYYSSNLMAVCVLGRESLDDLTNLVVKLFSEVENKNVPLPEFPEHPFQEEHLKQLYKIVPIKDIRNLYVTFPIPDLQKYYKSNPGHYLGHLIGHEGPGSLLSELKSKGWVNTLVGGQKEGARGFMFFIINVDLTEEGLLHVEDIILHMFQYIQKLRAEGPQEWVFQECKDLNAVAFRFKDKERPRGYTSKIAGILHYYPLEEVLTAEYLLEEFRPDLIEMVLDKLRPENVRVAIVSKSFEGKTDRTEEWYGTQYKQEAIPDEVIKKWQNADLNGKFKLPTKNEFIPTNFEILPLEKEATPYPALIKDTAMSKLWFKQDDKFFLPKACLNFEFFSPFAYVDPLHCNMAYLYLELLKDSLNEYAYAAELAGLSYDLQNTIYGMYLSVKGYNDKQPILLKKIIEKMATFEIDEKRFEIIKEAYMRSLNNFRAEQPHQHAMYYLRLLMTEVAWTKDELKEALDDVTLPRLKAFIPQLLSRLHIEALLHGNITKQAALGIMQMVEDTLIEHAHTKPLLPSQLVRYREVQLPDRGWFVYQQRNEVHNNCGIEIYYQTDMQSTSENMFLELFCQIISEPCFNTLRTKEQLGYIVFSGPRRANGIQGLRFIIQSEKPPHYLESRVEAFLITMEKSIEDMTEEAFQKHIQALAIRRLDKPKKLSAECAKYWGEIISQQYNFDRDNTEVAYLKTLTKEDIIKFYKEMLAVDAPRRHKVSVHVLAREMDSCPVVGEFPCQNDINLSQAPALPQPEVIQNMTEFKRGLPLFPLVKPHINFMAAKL
IMP-1 inh = blocks Pseudomonas aeruginosa IMP-1 metallo-beta-lactamase; 290,000 compounds, 0.45% hits; AID 1556; purified IMP-1, nitrocefin hydrolysis, epi-absorbance fluorescence; inhibition, % at 5.6 µM;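 active = inhibition above the mean plus 3 SD of all compounds in the same screening run, cut at about 4.5% in these data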;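 also: 0% = IMP-1 with DMSO and 100% = DMSO wells lacking enzyme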
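System: purified recombinant IMP-1 beta-lactamase. Medium: Zinc- and detergent-supplemented HEPES buffer, pH 7.1. Compound: one 5.6 µM dose […]. Schedule: 15 min preincubation plus 25 min reaction at 25 °C. Technique: Epi-absorbance fluorescence, 480 nm excitation, 530 nm emission.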
DNA FID counter = fluorescent intercalator displacement, NS3 helicase counter-screen. DNA fluorescent intercalator displacement, fluorescence. inhibition, % at 7.9 µM. 290,000 compounds, 0.17% hits. AID 1845; in the data active = inhibition above about 37%;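 also: 0% = vehicle and 100% = reference compound; higher means more ethidium bromide displaced from hairpin DNA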
HCV NS3 hel inh = HCV NS3 helicase inhibition. NS3 helicase DNA unwinding, Cy5 molecular beacon fluorescence. inhibition, % at 10.9 µM. 290,000 compounds, 0.56% hits;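 active = inhibition above the mean of all tested compounds plus 3 SD, set per campaign, cut at about 35% in these data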;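 also: 0% = DMSO wells and 100% = thioflavine S control wells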
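Control set: DMSO versus 110 µM thioflavine S; Material: NS3 helicase fragment of HCV; Measured by: Cy5 fluorescence at 0 and 60 min, beacon hairpin quenching; Read-out basis: percent inhibition from t60/t0 fluorescence ratio; Times: reaction time 60 min, 25 °C; Repeats: single replicate; Compound dosing: single dose, 10.9 µM nominal final, DMSO 0.8% final.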
PHOSPHO1 inh = blocks human PHOSPHO1 phosphatase activity | recombinant PHOSPHO1, absorbance phosphatase assay | 290,000 compounds, 1.1% hits | Q8TCT1 | inhibition, % at 13.3 µM; in the data active = inhibition above about 60%
SUMO HTRF inh = inhibitors of human SUMOylation (UBC9); P63279; HTRF SUMOylation assay, SAE1/SAE2 + UBC9, in vitro; inhibition, % at 35 µM; 290,000 compounds, 0.36% hits; in the data active = inhibition above about 50%, passing the limit was not always enough; also: strong numbers were not always called active
MEKK3 PB1 HTS = modulators (inhibitors or enhancers) of MEK5 binding to human MEKK3 PB1 domain; binding response (% of control), % at 10 µM; 290,000 compounds, 1.4% hits; bead-based flow cytometry, Alexa488-MEK5 binding to MEKK3; actives lie on both sides; 0 = blocked by unlabeled MEK5, 100 = vehicle;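 active = binding response more than 3 SD above or below the average of its plate-row segment, actives on both sides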;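 also: Alexa488 bead fluorescence after subtracting the streptavidin-only scavenger bead signal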
VIM-2 inhibitor = blocks Pseudomonas aeruginosa VIM-2 metallo-beta-lactamase. purified VIM-2, nitrocefin hydrolysis, epi-absorbance fluorescence. inhibition, % at 5.6 µM. 290,000 compounds, 0.89% hits;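 active = inhibition above the mean of all tested compounds plus 3 SD, cutoff set per screening run, cut at about 7.5% in these data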;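 also: red hydrolysis product quenches plate fluorescence so inhibitors raise well fluorescence; 0% = enzyme with DMSO and 100% = DMSO without enzyme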
p-CIP stab down = compounds decreasing mouse p/CIP protein stability; 290,000 compounds, 0.01% hits; decrease of EGFP signal, % at 10 µM; AID 1984; F442A p/CIP-EGFP cells, EGFP fluorescence, 16 h; Q05BA5;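 active = EGFP signal decrease of at least 30% at 10 µM or well 3 SD below plate mean, unless failing retest; inactive = the rest, including hits failing retest or dose response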; also: some compounds called inactive have numbers as strong as hits; many of its hits are not listed in these tables
* = called active by the depositor; . = no result given; [ ] = another dose, or the depositor's remark.

Results follow in this order: IDE cell activ	IMP-1 inh	DNA FID counter	HCV NS3 hel inh	PHOSPHO1 inh	SUMO HTRF inh	MEKK3 PB1 HTS	VIM-2 inhibitor	p-CIP stab down
CCCCCC(=O)Nc1cccc(C2=NOC3(C2)C[C@H](C(N)=O)N(C(=O)[C@H]2CCC(=O)N2)C3)c1 (stereo partly specified)
 : 1.7	.	.	.	13.3	-10.0	98.0	.	-7.7
O=C(NC(=S)Nc1ccc2oc(=O)ccc2c1)c1cccc(F)c1
 : 1.8	-4.7	-22.0	-1.7	10.3	2.1	99.0	-3.0	-1.9
CC(C)(O)C#Cc1ccc([C@@H]2C[C@H]3CN(c4ccccc4)C(=O)[C@]34CCCN24)s1
 : -3.1	-2.6	-26.0	0.8	-17.0	4.0	97.0	-3.1	-1.2
CC(OC(=O)CCc1nc2ccccc2[nH]c1=O)c1ccccc1 (stereo unspecified)
 : 1.8	-2.1	-30.5	2.9	42.6	6.3	112.0	-0.9	-68.2
CCC(C(=O)Nc1ccccc1)c1ccccc1 (stereo unspecified)
 : -3.2	-1.5	4.1	3.1	4.9	-13.2	100.0	1.9	4.3
CC1(C)C(=O)OC(c2ccccc2)C(C)(C)C1=O (stereo unspecified)
 : -3.2	-2.4	-3.8	10.1	-16.6	4.1	83.0	-2.7	2.8
CC(C)C(NC(=O)CN1C(=O)c2ccccc2C1=O)c1ccccc1 (stereo unspecified)
 : 7.0	-0.8	-0.6	-7.6	44.8	1.8	105.0	-2.2	5.7
CC(C)(C)c1cc(-c2n[nH]c(=S)n2-c2ccc(Cl)cc2)n[nH]1
 : -4.1	-4.1	-32.6	3.7	-42.3	21.7	108.0	2.9	-5.9
COc1ccc(CC2(C)OC(c3ccncc3)=NN2C(C)=O)cc1 (stereo unspecified)
 : -2.9	-2.4	-11.2	6.3	-6.8	6.0	113.0	-4.9	6.5
CC1Cc2cc(S(=O)(=O)N3CCN(c4ccc(Cl)cc4)CC3)ccc2N1C(=O)C1CC1 (stereo unspecified)
 : -0.2	-1.6	-21.5	-1.8	18.1	-18.7	99.0	-0.4	-5.8
Cc1cc(NC(=O)CSc2nc3c(sc4ccccc43)c(=O)n2CCc2ccccc2)n[nH]1
 : 0.5	-4.7	1.1	2.2	-7.1	38.2	95.0	-2.2	-12.9
O=C(CCN1C(=O)/C(=C/c2ccc(F)cc2)SC1=S)Nc1cccnc1
 : 7.0	-1.4	-2.8	-1.4	36.6	12.3	102.0	-1.7	-13.8
O=C(CSc1ncnc2scc(-c3ccccc3)c12)N1CCN(c2ccccc2F)CC1
 : -6.6	-1.7	-10.7	1.1	-9.7	-21.8	91.0	-0.8	5.2
CCC1CCCCN1CCCn1c(=S)[nH]c2ccccc2c1=O (stereo unspecified)
 : 1.6	-5.3	9.5	10.5	9.1	4.5	97.0	-3.9	-7.4
Cc1ccc(N2C(=O)CC(Sc3nc4ccccc4o3)C2=O)cc1Cl (stereo unspecified)
 : -16.7	-3.0	-26.7	3.9	-87.4	10.6	93.0	-4.5	-15.9
CN(C)c1ccc(N=Cc2ccco2)cc1
 : 0.7	-3.2	2.7	41.1*	23.0	-41.8	93.0	-4.3	-15.6
CC(=O)c1cc(-c2ccc(F)cc2)n(CCC(=O)NC(C)(C)C)c1C
 : 0.9	-1.0	-25.3	2.9	8.4	-0.7	120.0	0.7	4.0
COc1ccc(OC)c(C2C(C#N)=C(N)N(N(C)C)C3=C2C(=O)CC(C)(C)C3)c1 (stereo unspecified)
 : 0.8	-1.9	-17.8	-5.5	.	-7.5	101.0	-1.1	1.5
O=c1[nH]c(C2CCCCC2)nc2ccccc12
 : 1.6	-2.4	-18.9	6.2	5.7	6.8	101.0	-1.0	-0.3
O=C(Cc1ccccc1)Nc1cccc(N2CCCC2)c1
 : 1.8	-4.6	-2.4	-18.6	19.9	-14.5	95.0	-4.2	-7.9
CC(=O)c1c(C)[nH]c(C(=O)OCC(=O)Nc2ccccc2Cl)c1C
 : -2.8	-0.2	-15.7	-0.5	-30.9	-6.2	95.0	0.2	-0.3
Cc1ccc2oc(Nc3nc(C)cc(C)n3)nc2c1
 : -3.3	-3.9	-5.5	-1.5	5.2	5.6	101.0	-2.2	-11.2
Cn1cc(Cl)nc1C(O)c1ccccc1 (stereo unspecified)
 : 3.4	-2.4	-1.4	-12.3	-8.6	-1.7	100.0	-3.0	2.7
Cc1cc2ccccn2c1C(=O)c1cc([N+](=O)[O-])cc([N+](=O)[O-])c1
 : 7.2	-0.2	3.0	8.2	-1.7	-6.1	79.0	3.1	4.8
COc1ccc(N(CC(=O)NCCSCc2ccccc2Cl)S(C)(=O)=O)cc1Cl
 : -0.7	-1.0	-19.6	-6.4	23.9	1.1	104.0	-0.6	-6.9
O=Cc1ccc(Sc2ncccn2)o1
 : 4.7	-2.5	-7.3	4.1	35.9	1.5	96.0	-0.7	1.9
CC(=O)Nc1ccc(NC(=O)c2cc(C)nn2-c2ccccc2)cc1
 : -1.3	-0.6	-4.2	9.2	-10.4	-10.3	102.0	-1.4	6.2
CCOc1cc(/C=C2/SC(=S)N(C)C2=O)ccc1Oc1ccc([N+](=O)[O-])cc1[N+](=O)[O-]
 : .	-1.6	-1.6	3.0	8.8	17.7	102.0	-2.7	-5.0
Cc1ccc(C(=O)Nc2ccon2)cc1S(=O)(=O)N1CCCCCC1
 : 4.1	2.5	-7.1	4.9	-0.5	-27.2	74.0	1.5	-12.1
COCC(=O)Nc1cc(C(=O)Nc2ccccc2)ccc1Cl
 : .	-1.5	-4.0	3.3	11.7	-7.2	101.0	-2.0	0.1
CCCc1nc2sc(C(=O)OCC)c(N)c2c2c1COC(C)(C)C2
 : 4.9	6.2*	-4.0	-3.8	47.4	23.1	105.0	-0.7	-10.2
COc1ccccc1CC(=O)O/N=C(\N)c1cccc([N+](=O)[O-])c1
 : 3.5	-2.1	2.2	-8.1	1.5	-12.1	102.0	-0.5	-13.8
COc1ccc(CCNC(=O)NCCc2c[nH]c3ccccc23)cc1OC
 : 4.2	-1.6	-22.4	6.0	19.9	-2.8	106.0	-0.6	12.5
CCC1CCCCN1S(=O)(=O)c1ccc(NC(=O)c2cccs2)cc1 (stereo unspecified)
 : -3.6	-0.5	-17.0	-13.3	18.2	-15.4	82.0	-3.1	-15.8
CCC(=O)Nc1cc(-c2nc3ncccc3o2)ccc1Cl
 : -2.1	-3.2	-9.8	5.8	45.3	23.6	115.0	-3.1	-7.9
COc1ccc(Cl)cc1NC(=S)N1CCCCCC1
 : 3.6	-2.4	-4.5	5.8	31.3	0.3	97.0	2.2	5.2
CC(C)CN1C(Nc2ccccc2)=NC[C@@H]1C
 : 2.0	0.3	-8.2	-0.1	-7.3	10.0	98.0	-1.7	2.5
Cc1ccccc1S(=O)(=O)c1cc(C#N)c(=O)[nH]c1N
 : 0.4	0.0	-3.6	-8.9	32.5	0.9	69.0*[inhibitor]	1.0	16.0
CCCc1nnc(NC(=O)CCCN2C(=O)c3ccccc3C2=O)s1
 : 3.8	2.4	-3.3	-0.5	0.9	12.7	98.0	3.1	-15.8
Cc1ccc(NC(=O)C/C(N)=N/OC(=O)c2ccccc2)cc1
 : -4.9	-2.7	-5.2	-2.7	4.5	-7.7	114.0	-1.6	-1.3

Shown with bars between the fields: entries from further up
canonical_smiles | IDE cell activ | IMP-1 inh | DNA FID counter | HCV NS3 hel inh | PHOSPHO1 inh | SUMO HTRF inh | MEKK3 PB1 HTS | VIM-2 inhibitor | p-CIP stab down
Cc1ccc(NC(=O)C/C(N)=N/OC(=O)c2ccccc2)cc1 | -4.9 | -2.7 | -5.2 | -2.7 | 4.5 | -7.7 | 114.0 | -1.6 | -1.3
CCC(=O)Nc1cc(-c2nc3ncccc3o2)ccc1Cl | -2.1 | -3.2 | -9.8 | 5.8 | 45.3 | 23.6 | 115.0 | -3.1 | -7.9
Cc1ccccc1S(=O)(=O)c1cc(C#N)c(=O)[nH]c1N | 0.4 | 0.0 | -3.6 | -8.9 | 32.5 | 0.9 | 69.0*[inhibitor] | 1.0 | 16.0
COc1ccc(CCNC(=O)NCCc2c[nH]c3ccccc23)cc1OC | 4.2 | -1.6 | -22.4 | 6.0 | 19.9 | -2.8 | 106.0 | -0.6 | 12.5

Later entries:
Results follow in this order: IDE cell activ	IMP-1 inh	DNA FID counter	HCV NS3 hel inh	PHOSPHO1 inh	SUMO HTRF inh	MEKK3 PB1 HTS	VIM-2 inhibitor	p-CIP stab down
COc1ccc(S(=O)(=O)Nc2ccc(S(=O)(=O)N3CCCCC3)cc2)cc1OC
 : 3.1	0.7	-7.3	10.4	-3.2	18.3	104.0	1.3	-6.4
COc1cc2c(cc1NC(=O)c1ccc(C(C)(C)C)cc1)CCCC2
 : 2.7	-0.5	-2.3	3.7	25.3	16.2	.	-4.9	1.4
CCC(=O)N1CCC(c2ccc(OC)cc2)=N1
 : 3.5	-0.1	-4.4	-6.1	-4.0	-0.6	96.0	0.6	-1.0
COc1ccc(NC(=O)CCNS(=O)(=O)c2cc(Br)ccc2Br)cc1S(N)(=O)=O
 : -1.3	-2.3	-4.4	-6.3	28.0	0.1	102.0	0.6	6.5
COc1ccccc1OCCn1cc(C(=O)O)c2ccccc21
 : 5.5	-2.4	-4.5	4.3	40.8	-0.7	98.0	-0.8	-7.0
CCOc1ccc(C(=O)Nc2c3c(nn2C(C)(C)C)CSC3)cc1OCC
 : 6.2	-0.6	-17.6	15.7	31.7	-1.6	111.0	0.8	-4.7
CC(=C1C(=O)c2ccccc2C1=O)N1CCN(c2ccc(F)cc2)CC1
 : 0.8	-2.0	0.4	3.3	37.7	12.0	101.0	-2.6	-9.0
CC1Sc2ccc(S(=O)(=O)CCC(=O)NC3CCCCC3C)cc2NC1=O (stereo unspecified)
 : 5.2	-0.4	-34.1	2.8	-0.7	0.6	100.0	0.3	4.3
COc1cccc(N2C(=O)CC(NNC(=O)c3cccs3)C2=O)c1 (stereo unspecified)
 : -1.3	-8.4	-19.4	8.1	-0.9	1.5	100.0	-3.1	-8.7
COc1ccc(Cl)cc1-c1nc(SCC(=O)NC2CC2)n[nH]1
 : -0.1	-2.6	-8.4	13.3	20.3	16.8	.	-0.7	5.2
CCC/C=C(\CCC)C(NC(=O)OCC(C)C)c1ccc(C(=O)OC)cc1 (stereo unspecified)
 : 4.7	-2.2	-19.3	-0.6	-3.8	0.4	106.0	-2.6	-8.1
CC(=O)N1N=C(c2ccc(C)cc2)CC1c1ccc2c(c1)OCO2 (stereo unspecified)
 : -0.8	-2.9	-29.0	0.9	14.7	3.9	98.0	-3.5	-5.0
O=C(NCc1ccccc1)c1ccc(C2SCC(=O)N2Cc2ccccc2)cc1 (stereo unspecified)
 : -1.9	-1.8	-30.2	0.9	-26.0	8.6	109.0	-1.5	-17.5
Cc1nnc(NC(=O)c2ccc(-c3cccc(C(F)(F)F)c3)o2)s1
 : 0.5	-1.7	-4.0	1.0	-17.5	3.2	103.0	-1.1	7.5
Cc1cc(N2C(=O)C(=O)/C(=C(/O)c3ccc(F)cc3)C2c2ccc(Cl)cc2)no1 (stereo unspecified)
 : 3.2	-2.1	-29.8	43.0*	8.9	2.1	102.0	-2.1	4.5

Not all compounds are listed (hit frequency here may not be typical).
